Pin1 inhibitor = blocks the human prolyl isomerase Pin1 | Q13526 | Pin1 FP peptide displacement, HiFluor488, 10 min | Potency, µM (doses to about 115 µM), for inactives: at the top dose activity, negative = inhibition, actives largely listed as inhibitors | 390,000 tested, 0.009% active; active = well fitted inhibition curve with a large enough effect in the polarisation, with a control signal flat, not every such curve was filed as active; inconclusive = small, poorly fitted or top-dose-only effect, or effect the other way, or a change in a side signal; inactive = no such curve, though single readings can be large or run the other way; the % refers to the polarisation; also: potency is read from the fitted curve at half-maximal effect; % is scaled to controls: 0 for no effect and ±100 for the full control effect
Target sequence (Q13526 whole entry, looked up): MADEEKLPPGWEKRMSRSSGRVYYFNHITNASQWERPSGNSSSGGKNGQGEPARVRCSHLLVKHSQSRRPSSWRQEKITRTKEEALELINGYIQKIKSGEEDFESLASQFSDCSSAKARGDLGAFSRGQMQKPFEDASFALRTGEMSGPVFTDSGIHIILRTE
TrxR1 inh = inhibitors of rat thioredoxin reductase 1; Potency, µM (highest dose often 114 µM), for inactives: at the top dose activity change, negative = inhibition, actives largely listed as inhibitors; recombinant rTrxR1, NADPH fluorescence consumption, selenite substrate; AID 588453; O89049; 390,000 tested, 1% active; also: potency is read from the fitted curve at half-maximal effect; % is scaled to controls: 0 for no effect and ±100 for the full control effect; nearly all actives have a fitted effect of over 65% in size
Target sequence (O89049 whole entry, looked up): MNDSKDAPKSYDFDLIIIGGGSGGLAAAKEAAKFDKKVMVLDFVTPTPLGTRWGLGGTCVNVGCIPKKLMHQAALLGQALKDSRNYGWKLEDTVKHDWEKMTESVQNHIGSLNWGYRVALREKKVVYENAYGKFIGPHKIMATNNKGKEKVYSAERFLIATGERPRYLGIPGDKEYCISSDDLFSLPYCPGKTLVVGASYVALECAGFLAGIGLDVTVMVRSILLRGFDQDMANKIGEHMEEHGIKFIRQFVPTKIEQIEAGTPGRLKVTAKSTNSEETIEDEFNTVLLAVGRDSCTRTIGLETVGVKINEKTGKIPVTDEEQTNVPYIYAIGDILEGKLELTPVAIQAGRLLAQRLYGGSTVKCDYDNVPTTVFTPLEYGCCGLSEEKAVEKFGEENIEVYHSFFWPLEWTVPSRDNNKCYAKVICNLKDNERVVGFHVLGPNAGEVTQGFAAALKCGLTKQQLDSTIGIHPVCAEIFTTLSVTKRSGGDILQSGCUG
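Rat TrxR1 (90 nM in the dispensed reagent) was pre-reduced with 400 uM NADPH for 5 min at room temperature, then incubated with compound for 15 min. After 400 uM selenite was added, NADPH fluorescence (Ex 340/Em 450 nm) was followed for 8 min.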
TRHR ag = TRH receptor (human) agonism. TRHR cells, calcium flux fluo-8, FDSS agonist mode. activation, % at 2 µM. 360,000 tested, 0.18% active; in the data active = activation above about 30%; also: 0% is about no effect
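Steps: seed TRHR cells overnight; add fluo-8 no-wash Ca dye, RT 30 min–1.5 h; record 10 s baseline; pin-transfer compounds; monitor fluorescence 1 cycle/s for the agonist window. Calcium increases flag candidate agonists.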
D2 ag = activates the human D2 dopamine receptor | P14416 | HEK293 T-REx D2 cells, calcium flux agonist mode | activation, % at 2 µM | 340,000 tested, 0.53% active | AID 485358;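 active = activation over 3 SD above normal in the single-dose calcium agonist read, cut at about 30% in these data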; also: 0% is about no effect
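Agonism is scored from calcium flux in a force-coupled, inducible HEK293 cell line expressing D2, read kinetically for 180 s after compound addition against dopamine controls.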
mIDH1 inhibitor = human IDH1 R132H inhibition; IDH1-R132H enzyme, NADPH consumption, diaphorase/resazurin fluorescence; O75874; AID 602179; 390,000 tested, 0.093% active; Potency, µM (series often up to 76.6 µM), for the others: at the highest dose activity change, negative = inhibition, most hits filed as inhibitors; also: potency is read from the fitted curve at half-maximal effect; % is scaled to controls: 0 for no effect and ±100 for the full control effect; nearly all actives have a fitted effect of over 65% in size
Target sequence (O75874 whole entry R132H, stated change not applied): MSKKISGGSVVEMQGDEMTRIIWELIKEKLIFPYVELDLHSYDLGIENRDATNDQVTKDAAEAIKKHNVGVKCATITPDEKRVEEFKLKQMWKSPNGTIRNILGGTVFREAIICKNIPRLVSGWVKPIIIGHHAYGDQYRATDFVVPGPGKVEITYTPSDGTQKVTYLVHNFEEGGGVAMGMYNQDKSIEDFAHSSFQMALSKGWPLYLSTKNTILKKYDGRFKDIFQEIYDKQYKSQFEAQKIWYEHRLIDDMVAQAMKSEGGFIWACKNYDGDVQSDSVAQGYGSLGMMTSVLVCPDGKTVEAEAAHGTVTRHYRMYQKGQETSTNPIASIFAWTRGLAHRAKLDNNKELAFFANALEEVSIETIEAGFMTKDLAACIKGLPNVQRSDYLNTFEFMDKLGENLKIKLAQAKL
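IDH1-R132H (0.5 ug/mL dispensed) in pH 7.5 Tris buffer was preincubated 30 min with compound, then given a substrate mix of 0.016 mM NADPH and 2 mM alpha-KG for 80 min at room temperature; remaining NADPH was read by diaphorase/resazurin fluorescence.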
D2 antag = antagonizes the human D2 dopamine receptor; P14416; HEK293 TREx D2 cells, calcium flux, dopamine EC80; inhibition, % at 10 µM; 340,000 tested, 2% active; AID 485344; in the data active = inhibition above about 30%; also: 0% is about no effect
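Measurement of antagonist activity uses fluorescent calcium dye in inducible HEK293 T-REx D2 cells: 10 s baseline, compound addition with 180 s read, EC80 dopamine addition with a further 180 s read.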
USP1-UAF1 inh = USP1/UAF1 (human) deubiquitinase inhibition; O94782; recombinant USP1/UAF1, Ub-Rhodamine cleavage fluorescence; Potency, µM (titrated, usually from 57.1 µM), inactives show at the highest dose activity change, negative = inhibition, usual class: inhibitors; 390,000 tested, 0.23% active; also: potency is read from the fitted curve at half-maximal effect; % is scaled to controls: 0 for no effect and ±100 for the full control effect; nearly all actives have a fitted effect of over 60% in size; inactives centre near -12
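Step one: compound is pinned into 1nM USP1/UAF1 in HEPES pH 7.8 buffer with TCEP. Step two: 15 min room-temperature incubation. Step three: Ub-Rho (150nM final) starts cleavage, tracked by fluorescence over six one-minute reads.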
TrxR1 substrate = is turned over as a substrate by rat TrxR1 | O89049 | purified TrxR1 substrate turnover, NADPH consumption readout | Potency, µM (doses to about 114 µM), for the others: top-dose activity change, negative = substrate turnover | 390,000 tested, 0.01% active | AID 588456; also: potency is read from the fitted curve at half-maximal effect; % is scaled to controls: 0 for no effect and ±100 for the full control effect; nearly all actives have a fitted effect of over 50% in size
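Rat TrxR1, dispensed at 90 nM, was prereduced with 400 uM NADPH (final) for 5 min at ~22 deg C, then incubated with compound 15 min before 400 uM selenite. A first-read NADPH fluorescence drop versus no-compound background flagged substrates.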
TRHR enhancer = allosteric enhancers of human TRH receptor. P34981. TRHR cells, fluo-8 calcium fluorescence, EC20 TRH enhancement. enhancement, % at 2 µM. 360,000 tested, 0.66% active; in the data active = enhancement above about 30%; also: 0% is about no effect
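TRHR-expressing cells loaded with fluo-8 calcium dye were read kinetically (ex 480/em 530) during compound addition, then stimulated with an EC20 of TRH (10 nM final). Enhancement of the Gq-mediated intracellular calcium response was scored.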
* hit, by the source's call; ? = inconclusive; . = no result given; [ ] = dose if it differs, or a comment. Unless noted, calls follow the shape of the dose curve; as a rule, active = well fitted inhibition curve with a large enough effect; inconclusive = small, poorly fitted or top-dose-only effect; inactive = no such curve, though single readings can be large or run the other way.

SMILES	Pin1 inhibitor	TrxR1 inh	TRHR ag	D2 ag	mIDH1 inhibitor	D2 antag	USP1-UAF1 inh	TrxR1 substrate	TRHR enhancer
COc1ccc(OC)c(NC(=S)N2CCc3ccccc3C2)c1	2%	0%	-0.4	-1.6	-10%	17	3%	-1%	-3
O=C(CCN1N=C(c2ccccc2)CCC1=O)NCC1CCCO1 (centres undefined)	0%	-18%	-0.2	1.3	8%	6	0%	-9%	-3
COC(=O)C1(C)NC(c2ccc(F)cc2)C2C(=O)N(c3ccc(C)cc3)C(=O)C21 (centres undefined)	-7%	14%	-0.6	0.0	9%	1	-18%	2%	20
Cc1cccc(NC(=O)c2nc[nH]c2C(=O)N[C@@H](C)C(=O)OCc2ccccc2)c1	-3%	7%	-0.4	.	11%	.	?	2%	-10
COc1ccc(-c2cn3c(C)c(C(=O)N4CCN(c5ccc(F)cc5)CC4)sc3n2)cc1	0%	-4%[57.1 µM]	-0.3	-1.5	3%	-3	-27%	0%[57.1 µM]	5
Cc1ccccc1NC(=O)C(NC1CCCCC1)C(C)C (centres undefined)	-7%	14%	-0.9	1.5	-4%	10	-22%	-4%	-6
COc1ccc(-c2c(C)nn3c(C(F)(F)F)cc(-c4ccccc4)nc23)cc1	-1%	-3%	1.8	-0.2	-3%	.	-6%	-5%	-5
CC(=O)c1ccc(S(=O)(=O)N(C)CC(=O)Nc2cc(C)on2)cc1	0%	7%[57.1 µM]	-0.9	1.0	-5%	-4	-20%	1%	-6
O=C(CSc1nnc(-c2ccccn2)n1Cc1ccco1)c1ccccc1	-7%	?	-0.8	0.0	13%	9	0%	5%[57.1 µM]	-11
O=C(Nc1nnc(COc2ccccc2)s1)c1ccco1	0%	-6%	0.6	0.9	-2%	-10	6%	-4%	-5
O=c1[nH]c(CSc2ccccc2)nc2c1oc1ccccc12	1%	32%	-0.1	-0.1	-4%	-11	-12%	2%	-7
O=C(COC(=O)/C=C/c1cccc(C(F)(F)F)c1)NC(=O)NCc1ccco1	5%	1%	.	.	4%	.	-22%	3%	.
Cc1ccc(C(=O)Nc2c(C)n(C)n(-c3ccccc3)c2=O)cc1S(=O)(=O)N1CCCCC1	-2%	0%	.	.	1%	.	-10%	0%	.
CN(C(=O)CC1C(=O)NCCN1Cc1ccccc1C(F)(F)F)C1CCOCC1 (centres undefined)	-2%	-6%[57.1 µM]	0.3	-0.2	0%	-1	-9%	7%[57.1 µM]	-1
CCN(CC(=O)Nc1ccc2c(c1)OCCO2)CC(=O)Nc1ccccc1C(F)(F)F	-16%	11%	.	.	11%	.	-6%	-5%	.
Cc1ccc(NCC(=O)N/N=C/c2cccc(Oc3ccccc3)c2)cc1	?	-7%	-0.3	-0.4	0%	12	-12%	-10%	-13
COC(=O)c1ccccc1N1CCS(=O)(=O)CC1	1%	21%	0.1	-0.8	1%	-2	-6%	2%	10
COc1ccc(OC)c(CCNC(=O)C2=C(C)C(=O)OC23CCC(C)CC3)c1 (centres undefined)	-1%	21%	-0.4	-0.7	.	.	-24%	-2%	-7
CN=C1SC(CC(=O)Nc2ccc(N3CCOCC3)cc2)C(=O)N1C (centres undefined)	-17%	6%	0.3	1.0	5%	-6	-12%	9%[57.1 µM]	7
O=C(Nc1ccc(Cl)c(S(=O)(=O)N2CCCCC2)c1)C1=COCCO1	4%	-11%	0.7	0.5	-1%	-16	-6%	-11%	-4
CCOc1ccc(C(=O)Nc2cccc(-c3nc4cc(Cl)cc(Cl)c4o3)c2)cc1	-2%	18%	-0.5	0.9	-16%	.	-15%	4%	35*
CC(C)c1ccccc1	-2%	20%	0.2	0.2	-13%	3	-21%	8%	-1
CC(C)NS(=O)(=O)c1ccc(OCC(=O)Nc2ccc3c(c2)OCO3)c(Cl)c1	4%	6%[57.1 µM]	0.5	-0.2	4%	-23	-19%	-11%	-4
COc1ccc(N(CC(=O)NC(C)c2ccccc2)S(=O)(=O)c2ccc(C)cc2)cc1 (centres undefined)	2%	5%[57.1 µM]	-0.3	.	1%	.	-23%	-9%[0.0914 µM]	-2
CCOc1ccc(OCCCN(C)C)cc1	-6%	22%[57.1 µM]	0.8	-0.9	-5%	14	-17%	1%[57.1 µM]	9
CC(C)Sc1nnc([C@H](C)NC(=O)OC(C)(C)C)o1	-3%	5%[57.1 µM]	0.1	-0.5	4%	11	-2%	2%[57.1 µM]	4
CC1=NOC(=O)/C1=C\c1ccc2c(c1)OCO2	-2%	?	1.1	0.3	-11%	3	-26%	4%	-1
O=C(NN1C(=O)c2ccccc2NC1c1ccoc1)c1ccccc1 (centres undefined)	-3%	1%	-0.2	-0.2	0%	6	-23%	19%	-11
Cc1c(Nc2nc(-c3cccc([N+](=O)[O-])c3)cs2)c(=O)n(-c2ccccc2)n1C	4%	-24%	-0.3	0.5	2%	-4	-15%	-13%	48*
COc1cc(OC)c2c(=O)cc(-c3cccnc3)oc2c1	10%	5%[2.29 µM]	-0.3	0.4	-6%	14	-21%	5%[57.1 µM]	-7
COc1ccc(C(=O)NCc2nc3ccccc3[nH]2)cc1OC	-2%	-1%[57.1 µM]	0.3	.	-12%	.	8%	3%[57.1 µM]	-4
COc1cccc2cc(C(=O)OCC(=O)NCc3ccc4c(c3)OCO4)c(=O)oc12	-7%	-5%	0.4	0.2	14%	-7	-23%	-4%	-5
O=C(COC(=O)c1ccc(Cl)nc1)Nc1nnc(-c2ccccc2)o1	1%	-6%	0.3	0.7	-6%	11	-4%	-10%	3
CC(C)(C)C(=O)Nc1nc(-c2ccccc2)ns1	-2%	5%	-0.7	-0.4	14%	16	-20%	-2%	-3
COc1ccc2nc(N(CCN(C)C)C(=O)/C=C/c3cccs3)sc2c1	-2%	3%	0.2	-0.2	-4%	1	-25%	0%	2
CCCOc1ccc(NC(=O)CC2C(=O)N(c3ccc(C)cc3)C(=O)N2C(C)C)cc1 (centres undefined)	4%	3%	-1.3	1.8	13%	.	0%	-2%	3
Cc1ccc(SC(C)C(=O)Nc2ccccc2-c2ccccc2)cc1 (centres undefined)	1%	-7%	0.0	-0.4	12%	6	-18%	-9%	-3
O=C(NNS(=O)(=O)c1ccc([N+](=O)[O-])cc1)c1cnn(-c2ccccc2)c1-n1cccc1	-2%	9%	-0.7	-2.2	-1%	-2	-12%	-4%	5
CC(=O)Nc1ccc(NC2=C(Cl)C(=O)c3ccccc3C2=O)cc1	-6%	0.56µM*	-0.3	-0.3	-2%	-4	?	0%[57.1 µM]	4
COC(=O)c1ccc(NC(=O)COc2ccc(S(=O)(=O)N3CCCCC3)cc2)cc1	8%	34%	0.1	0.3	-8%	-9	5%	1%	12
Cc1ccc(-n2c(-c3ccc(Cl)cc3)n[nH]c2=S)c(C)c1	0%	6%	0.9	1.4	2%	-6	-21%	5%	6
O=C(NCC(=O)N1CCN(S(=O)(=O)c2ccc3c(c2)OCCO3)CC1)c1ccccc1Cl	-1%	5%	0.1	0.8	1%	-18	-10%	2%	4
O=C1CS/C(=N/N=C/c2ccccc2OS(=O)(=O)c2ccccc2)N1	-7%	18%	-0.5	2.1	1%	11	-9%	1%	2
COc1ccc2occ(C(=O)c3cccs3)c2c1	-19%	4%	0.2	0.3	-1%	1	-7%	-6%	4
Cc1cc(-c2ccc(S(=O)(=O)N(C)Cc3ccccc3)cc2)on1	-3%	-16%[57.1 µM]	0.8	0.1	9%	2	-14%	-8%[57.1 µM]	-2
Oc1ccc2c(c1)c1ccccc1c1ncccc21	?	-10%	.	.	2%	.	-17%	-7%	.
COc1ccc(OCCCC(=O)Nc2cc(Cl)ccc2-n2cncn2)cc1	0%	3%	0.6	-0.7	-2%	14	-8%	5%	-3
COc1ccc(-c2ccc3oc(-c4ccsc4)cc(=O)c3c2)cc1F	0%	11%	.	.	6%	.	-18%	31%	.
O=C(C1CC(=O)N(c2ccc3c(c2)OCCO3)C1)N1CCN(S(=O)(=O)c2ccc(F)cc2)CC1 (centres undefined)	1%	20%	.	.	27%	.	-20%	3%	.
CC(=O)Nc1cc(C(=O)NCc2ccc(C)cc2)ccc1Sc1ccc(C)cc1	16%	10%[57.1 µM]	-0.7	0.9	-3%	.	-4%	-2%[57.1 µM]	4
O=C(CS(=O)(=O)c1ccccc1)Nc1ccccn1	-7%	5%	0.0	0.7	3%	-8	-4%	0%	3
COc1cc(Cl)c(C)cc1NC(=O)CN(C)Cc1cccc(OC)c1OC	?	23%	-0.8	2.0	-9%	-25	-23%	-2%	-6
COC(=O)CNC(c1ccccc1Cl)c1cc(Br)ccc1NC(=O)CCN1CCOCC1 (centres undefined)	-2%	?	0.1	0.8	1%	8	-15%	12%[57.1 µM]	5
COc1ccc2c(c1OC)c(=O)n1c3ccc(OC(C)C(=O)NCCCN4CCOCC4)cc3c3ccnc2c31 (centres undefined)	-1%	16%	-0.2	0.0	0%	8	-24%	91%[activator]	5
O=C(/C=C/NCc1ccc(F)cc1)c1ccccc1	1%	7%	-0.2	-0.1	-4%	-21	-12%	-3%	14
N/C(=N\OC(=O)COc1ccc([N+](=O)[O-])cc1)c1ccc(Br)cc1	.	.	-0.8	-0.3	.	5	.	.	4

Part of the list above, reduced to D2 ag, TrxR1 substrate and TrxR1 inh.
SMILES,D2 ag,TrxR1 substrate,TrxR1 inh
O=C(CS(=O)(=O)c1ccccc1)Nc1ccccn1,0.7,0%,5%
O=C(/C=C/NCc1ccc(F)cc1)c1ccccc1,-0.1,-3%,7%
O=C(C1CC(=O)N(c2ccc3c(c2)OCCO3)C1)N1CCN(S(=O)(=O)c2ccc(F)cc2)CC1 (centres undefined),.,3%,20%

Screening results: PubChem BioAssay, National Center for Advancing Translational Sciences (NCATS)

Some of the compounds tested; the hit share may differ from the screen's.
